# Screening data deposited in PubChem by National Center for Advancing Translational Sciences (NCATS).
# TRHR agonist = agonists of human TRH receptor | P34981 | TRHR cells, calcium flux fluo-8, FDSS agonist mode | activation, % at 2 µM | 360,000 compounds, 0.18% hits; in the data active = activation above about 30%; note: 0% is about no effect
# Target sequence (P34981 whole entry, looked up): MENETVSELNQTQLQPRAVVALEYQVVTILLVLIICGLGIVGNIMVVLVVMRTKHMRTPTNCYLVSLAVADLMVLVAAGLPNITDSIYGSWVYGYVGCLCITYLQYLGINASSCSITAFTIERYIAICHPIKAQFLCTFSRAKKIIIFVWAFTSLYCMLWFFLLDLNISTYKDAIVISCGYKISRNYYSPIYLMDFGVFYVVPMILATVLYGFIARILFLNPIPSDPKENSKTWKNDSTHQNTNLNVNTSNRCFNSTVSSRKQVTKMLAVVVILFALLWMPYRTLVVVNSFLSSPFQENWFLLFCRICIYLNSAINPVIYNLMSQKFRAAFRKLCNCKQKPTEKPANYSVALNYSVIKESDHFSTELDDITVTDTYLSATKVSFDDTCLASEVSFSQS
#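 TRHR-expressing cells, plated overnight in medium with 10% serum, were loaded with fluo-8 calcium dye at room temperature. After a 10 s baseline, library compound was pin-added and calcium release was recorded kinetically (ex 480/em 530) as agonist response.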
# TRHR enhancer = allosteric enhancers of human TRH receptor | P34981 | TRHR cells, fluo-8 calcium fluorescence, EC20 TRH enhancement | enhancement, % at 2 µM | 360,000 compounds, 0.66% hits; in the data active = enhancement above about 30%; note: 0% is about no effect
#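 TRHR-expressing cells loaded with fluo-8 calcium dye were read kinetically (ex 480/em 530) during compound addition, then stimulated with an EC20 of TRH (10 nM final). Enhancement of the Gq-mediated intracellular calcium response was scored.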
# TrxR1 inh = inhibitors of rat thioredoxin reductase 1; Potency, µM (series often up to 114 µM), inactives show top-dose activity change, negative = inhibition, hits mostly inhibitors; recombinant rTrxR1, NADPH fluorescence consumption, selenite substrate; 390,000 compounds, 1% hits; O89049; AID 588453; note: potency is the fitted concentration of half-maximal effect; % is set by controls: 0 for no effect and ±100 for the full control effect; nearly all actives have a fitted effect of over 65% in size
#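 Rat TrxR1 (90 nM in the dispensed reagent) was pre-reduced with 400 uM NADPH for 5 min at room temperature, then incubated with compound for 15 min. After 400 uM selenite was added, NADPH fluorescence (Ex 340/Em 450 nm) was followed for 8 min.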
# TrxR1 substrate = is turned over as a substrate by rat TrxR1; purified TrxR1 substrate turnover, NADPH consumption readout; Potency, µM (titrated, usually from 114 µM), for the others: top-dose activity change, negative = substrate turnover; 390,000 compounds, 0.01% hits; AID 588456; note: potency is the fitted concentration of half-maximal effect; % is set by controls: 0 for no effect and ±100 for the full control effect; nearly all actives have a fitted effect of over 50% in size
#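 Rat TrxR1, dispensed at 90 nM, was prereduced with 400 uM NADPH (final) for 5 min at ~22 deg C, then incubated with compound 15 min before 400 uM selenite. A first-read NADPH fluorescence drop versus no-compound background flagged substrates.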
# USP1-UAF1 inh = inhibitors of human USP1/UAF1 deubiquitinase; 390,000 compounds, 0.23% hits; recombinant USP1/UAF1, Ub-Rhodamine cleavage fluorescence; Potency, µM (top dose mostly 57.1 µM), inactives show at the top dose activity change, negative = inhibition, hits mostly inhibitors; note: potency is the fitted concentration of half-maximal effect; % is set by controls: 0 for no effect and ±100 for the full control effect; nearly all actives have a fitted effect of over 60% in size; inactives centre near -12
#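 Step one: compound is pinned into 1nM USP1/UAF1 in HEPES pH 7.8 buffer with TCEP. Step two: 15 min room-temperature incubation. Step three: Ub-Rho (150nM final) starts cleavage, tracked by fluorescence over six one-minute reads.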
# PI4K2A block = inhibitors of human PI4K2A | AID 1346378 | purified PI4K2A, ADP-Glo luminescence, 1 h; active compounds read low | Q9BTU6 | 420,000 compounds, 0.13% hits | activity change, negative = inhibition, % at 76.9 µM; in the data active = activity change below about -50%; inconclusive = mostly about -30% to -49%;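 note: -100% = wells without enzyme as full effect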
#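 PI4K2A activity was measured by ADP-Glo luminescence: enzyme (4 ug/mL stock) and phosphatidylinositol (1.2 mM stock) in Tris pH 7.5/MgCl2/EGTA/Triton X-100 buffer were reacted with ATP (300 microM stock) for one hour at ambient temperature.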
# mIDH1 inhibitor = inhibitors of human mutant IDH1 R132H | O75874 | IDH1-R132H enzyme, NADPH consumption, diaphorase/resazurin fluorescence | Potency, µM (doses to about 76.6 µM), without a hit: top-dose activity change, negative = inhibition, actives largely listed as inhibitors | 390,000 compounds, 0.093% hits | AID 602179; note: potency is the fitted concentration of half-maximal effect; % is set by controls: 0 for no effect and ±100 for the full control effect; nearly all actives have a fitted effect of over 65% in size
# Target sequence (O75874 whole entry R132H, stated change not applied): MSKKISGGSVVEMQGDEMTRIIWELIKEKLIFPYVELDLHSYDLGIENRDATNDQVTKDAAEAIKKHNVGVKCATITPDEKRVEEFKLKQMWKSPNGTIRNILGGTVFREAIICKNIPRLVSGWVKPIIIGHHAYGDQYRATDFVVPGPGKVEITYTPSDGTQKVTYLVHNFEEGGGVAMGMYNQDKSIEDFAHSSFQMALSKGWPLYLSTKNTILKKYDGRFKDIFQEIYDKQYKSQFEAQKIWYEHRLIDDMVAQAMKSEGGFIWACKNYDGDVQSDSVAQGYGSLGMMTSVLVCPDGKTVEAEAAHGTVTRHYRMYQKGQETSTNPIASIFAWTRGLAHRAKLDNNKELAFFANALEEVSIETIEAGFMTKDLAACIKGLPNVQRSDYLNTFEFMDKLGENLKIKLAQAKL
#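 IDH1-R132H (0.5 ug/mL) preincubated 30 min with compound, then NADPH (0.016 mM) and alpha-KG (2 mM) added; 80 min at RT, pH 7.5. Remaining NADPH coupled via diaphorase/resazurin to fluorescence (540/590 nm); concentration-response curves normalized to no-enzyme control.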
# D2 agonist = agonists of human D2 dopamine receptor. HEK293 T-REx D2 cells, calcium flux agonist mode. activation, % at 2 µM. 340,000 compounds, 0.53% hits. AID 485358;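 active = activation over 3 SD above normal in the single-dose calcium agonist read, cut at about 30% in these data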; note: 0% is about no effect
#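 Tetracycline-induced HEK293 T-REx cells with force-coupled D2 receptor, plated overnight at 30 C, loaded with no-wash calcium dye. After a 10 s baseline, compound was pin-added and calcium flux read kinetically for 180 s; calcium rises flagged agonists.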
# D2 antagonist = antagonists of human D2 dopamine receptor; inhibition, % at 10 µM; AID 485344; 340,000 compounds, 2% hits; HEK293 TREx D2 cells, calcium flux, dopamine EC80; in the data active = inhibition above about 30%; note: 0% is about no effect
#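 HEK293 T-REx D2 cells, tet-induced, calcium dye no-wash. Cpd pintool add, 180 s kinetic, then EC80 DA, 180 s kinetic. Ca flux read.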
# Active calls of the source: *; u = inconclusive; x = not tested or not shown; & = joins results of further samples; [ ] = dose if it differs, or a comment. Unless noted, calls come from the whole dose curve; as a rule, active = well fitted inhibition curve with a large enough effect; inconclusive = small, poorly fitted or top-dose-only effect; inactive = no such curve, though single readings can be large or run the other way. Rows are unselected, and some 3.9% of all compounds hit somewhere here.
SMILES,TRHR agonist,TRHR enhancer,TrxR1 inh,TrxR1 substrate,USP1-UAF1 inh,PI4K2A block,mIDH1 inhibitor,D2 agonist,D2 antagonist
Cc1nnc(SCC(=O)N/N=C/c2cc(Cl)c(O)c(Cl)c2)s1,0.1,0.0,-4.8%[57.1 µM],-4.1%[57.1 µM],-3.3%,4.0,4.2%,0.2,-3.3
Cc1nn(-c2ccccc2)c2c1N(CCCC(=O)NCc1ccccc1)C(=O)CS2,-0.3,-3.0,9.8%[57.1 µM],-2.3%[57.1 µM],-21.9%,-0.2,14.0%,-0.1,x
Cc1cc(C)n2nc(C(=O)Nc3cc(S(=O)(=O)N4CCCCC4)ccc3C)nc2n1,x,x,18.0%,0.9%,-18.2%,-1.7,-4.7%,x,x
Cc1ccc2nc(N3CCOCC3)c3nncn3c2c1,-0.4,15.6,2.4%,0.6%,-24.0%,-1.2,2.3%,-0.7,0.3
O=C(C=Cc1ccccc1)NCCNC(=O)C=Cc1ccccc1,x,x,7.7%[11.4 µM],8.4%[11.4 µM],-14.4%,4.2,5.6%,x,x
Cc1cccc(NC(=O)c2ccc(CN3CCN(Cc4ccccc4)CC3)cc2)c1,0.9,-0.1,24.4%[57.1 µM],-4.5%[57.1 µM],-13.1%,-4.1,4.3%,-3.4,-17.0
CCOc1ccc(C(C(=O)NC2CCCC2)N(C(=O)CNC(=O)c2ccco2)c2cccnc2)cc1 (stereo not given),0.2,-1.7,19.9%,16.4%[0.0914 µM],-9.4%,-0.9,0.0%,x,x
COc1ccc2c(c1)C(NC(C)=O)C(=O)N2CCc1ccccc1 (stereo not given),0.1,7.2,21.0%[57.1 µM],-5.7%[57.1 µM],-17.3%,6.9,5.8%,0.6,5.5
OCCC1CN(Cc2cc(F)ccc2F)CCN1CCCc1ccccc1 (stereo not given),0.3,3.0,-9.7%,-7.3%,-0.1%,-0.9,-8.6%,-1.0,83.2*
CC1(c2ccc(Cl)cc2)NC(=O)N(CC(=O)Nc2ccc(N3CCCCC3)cc2)C1=O (stereo not given),0.7,4.4,-4.0%,-10.6%,-7.0%,2.2,6.6%,0.8,-19.4
O=C(Cc1c(F)cccc1Cl)c1ccc(O)cc1O,-0.7,1.3,4.3%[57.1 µM],0.1%[57.1 µM],-20.6%,-4.8,9.8%,-1.3,0.7
COc1ccc(NC(=O)c2c(Cl)n(C)c3ccccc23)cc1,-0.4,2.4,8.3%[57.1 µM],7.9%[57.1 µM],-20.0%,3.6,6.0%,0.0,20.5
O=C(COC(=O)C1=COCCO1)Nc1c(F)cccc1F,0.0,-3.1,9.9%,-4.2%[57.1 µM],-7.6%,-0.7,-1.2%,-0.1,5.3
CC(C)(C)c1ccc(-c2nc(NC(=O)CSc3ncnc4sc5c(c34)CCCC5)ns2)cc1,0.0,-7.1,40.7%[activator],4.8%,u,1.5,4.4%,0.1,x
CN(C)/C(=N\S(=O)(=O)c1ccc(Cl)cc1)c1ccc(F)cc1,1.3,-1.0,11.9%,3.1%,-21.7%,4.0,-3.9%,0.2,-13.1
COc1cc(C2/C(=C(\O)c3ccc4c(c3)OCCO4)C(=O)C(=O)N2c2nnc(C)s2)cc(OC)c1OC (stereo not given),0.8,-0.9,u,-9.5%,-27.9%,-14.5,3.6%,0.2,-2.3
CCOC(=O)N=S(=O)(Oc1ccc([N+](=O)[O-])cc1)c1ccc(Cl)cc1 (stereo not given),0.5,2.7,-2.0%,-6.5%,-2.8%,-4.9,2.1%,-1.1,-10.3
O=[N+]([O-])c1cccc(N/N=C/c2cccc3ccccc23)c1,0.3,-3.8,-11.4%,-4.4%,-10.7%,-5.9,-0.3%,0.0,9.9
COc1ccc(CN(Cc2nc3ccccc3c(=O)[nH]2)C(=O)C(C)(C)C)cc1,0.0,-0.9,-15.9%,-2.9%,0.0%,-4.3,2.1%,-0.2,-1.6
Cc1ccccc1NS(=O)(=O)c1ccc(C(=O)NCC(c2ccccc2)N(C)C)cc1 (stereo not given),1.9,-4.6,-8.3%,-7.8%,-16.3%,0.3,4.3%,1.5,-21.4
COc1cc(CNC(=O)CCn2nc(C)c3c(C)n(-c4ccccc4)nc3c2=O)cc(OC)c1OC,-0.6,-5.6,8.9%[57.1 µM],3.4%[57.1 µM],-19.6%,0.5,-11.4%,1.2,6.4
Fc1ccc2c(c1)NC(c1ccncc1)=NC(c1cccs1)=N2,-1.8,-2.0,10.0%,-5.7%,7.4%,-0.1,x,-1.0,x
CCOC(=O)N1CCN(C2=NC3(CCCCC3)C(C#N)C(=O)N2)CC1 (stereo not given),0.2,8.5,10.8%,2.9%,-10.2%,1.1,5.1%,0.0,-2.5
CCN(CC)CCCN(CC(=O)N(C)Cc1ccccc1)C(=O)c1ccc([N+](=O)[O-])cc1,-0.4,3.2,25.5%,5.7%,-6.9%,0.2,-4.9%,-0.4,0.2
Cc1cccc(CN2CCN(Cc3cccc(-n4cccn4)c3)CC2CCO)n1 (stereo not given),0.4,4.3,-7.7%[57.1 µM],-4.5%[57.1 µM],-12.4%,3.9,-8.2%,0.9,2.3
Cc1nc(NC(=O)CSc2nnc(Cn3nnc4ccccc43)n2C)sc1C,-0.4,5.0,21.1%[57.1 µM],9.3%[57.1 µM],-10.1%,-10.1,4.2%,-0.3,-31.3
COc1ccc(OC(C)C(=O)N(C)Cc2nc(-c3ccccc3)no2)cc1 (stereo not given),0.2,-1.9,18.7%[57.1 µM],7.5%[57.1 µM],-19.9%,-0.5,0.8%,-0.3,19.6
O=C(Nc1ccc(Cl)cc1C(=O)Nc1ccc(Br)cn1)c1ccco1,0.1,-16.3,57.3%[activator],43.3%[activator],-19.0%,-0.6,9.6%,-0.4,12.3
COc1ccc(-n2ccnc2SCC(=O)Nc2cc(C)on2)cc1,-0.1,-4.0,u,4.9%,-12.9%,-2.4,3.1%,-2.2,20.8
CC(=O)NCCCc1c[nH]c2ccc(Cl)cc12,0.9,8.0,-9.1%[57.1 µM],5.4%[57.1 µM],-6.2%,-3.1,11.5%,x,x
CCCC(=O)NC(=S)Nc1ccc(N2CCN(C(=O)c3cccs3)CC2)cc1,0.0,-3.3,u,9.8%,-15.6%,-4.1,-5.8%,x,x
CC1=C(C(N)=O)S(=O)(=O)c2ccccc21,1.3,9.1,10.5%,3.0%,-22.8%,-3.2,1.6%,0.9,-12.7
COC(=O)Cc1c(C)nc2nc(-c3ccccc3)[nH]n2c1=O,0.7,-11.0,31.7%[57.1 µM],14.6%[57.1 µM],-17.1%,-6.1,6.5%,-0.3,7.0
O=C(NCC(c1cccs1)N1CCOCC1)c1cn(-c2ccccc2)nc1-c1ccc(Cl)cc1 (stereo not given),1.0,4.6,3.4%,-7.1%,-3.6%,3.7,2.7%,x,x
CCN(c1cccc(C)c1)S(=O)(=O)c1c(C)[nH]c(C)c1C(=O)N1CCCCC1,-0.1,-5.5,28.5%,3.8%,-11.3%,0.1,-12.3%,x,x
COc1ccc(NC(=O)c2coc(=O)c3ccccc23)cc1OC,-2.9,0.8,9.7%,-1.0%,-2.2%,-9.6,11.1%,x,x
CCn1c(C)[n+](CC)c2ccc(C(=O)N(C)c3ccccc3)cc21,1.3,-3.8,6.6%,0.4%,-3.7%,1.0,0.4%,-0.1,-8.4
O=C(COc1ccc2c3c(c(=O)oc2c1)CCCC3)NCCN1CCOCC1,0.3,13.1,6.9%,56.5%[activator],-16.7%,4.8,3.9%,0.2,23.6
O=C1c2ccccc2S(=O)(=O)c2cc(C(=O)N3CCN(c4ncccn4)CC3)ccc21,x,x,21.7%,-1.2%,u,4.9,-15.8%,x,x
CCC[C@@H]1CCCO[C@@](C(=O)NCc2ccc(S(C)(=O)=O)cc2)(C(F)(F)F)C1,x,x,16.6%&9.1%[57.1 µM],-8.3%[57.1 µM],-28.9%,-0.9,11.0%,x,x

# A different layout for three compounds above:
Molecule	TRHR agonist	TRHR enhancer	TrxR1 inh	TrxR1 substrate	USP1-UAF1 inh	PI4K2A block	mIDH1 inhibitor	D2 agonist	D2 antagonist
CCn1c(C)[n+](CC)c2ccc(C(=O)N(C)c3ccccc3)cc21	1.3	-3.8	6.6%	0.4%	-3.7%	1.0	0.4%	-0.1	-8.4
O=C(COc1ccc2c3c(c(=O)oc2c1)CCCC3)NCCN1CCOCC1	0.3	13.1	6.9%	56.5%[activator]	-16.7%	4.8	3.9%	0.2	23.6
O=C1c2ccccc2S(=O)(=O)c2cc(C(=O)N3CCN(c4ncccn4)CC3)ccc21	x	x	21.7%	-1.2%	u	4.9	-15.8%	x	x

# Pulled by compound from above (three):
SMILES,TRHR agonist,TRHR enhancer,TrxR1 inh,TrxR1 substrate,USP1-UAF1 inh,PI4K2A block,mIDH1 inhibitor,D2 agonist,D2 antagonist
CCC[C@@H]1CCCO[C@@](C(=O)NCc2ccc(S(C)(=O)=O)cc2)(C(F)(F)F)C1,x,x,16.6%&9.1%[57.1 µM],-8.3%[57.1 µM],-28.9%,-0.9,11.0%,x,x
COc1ccc(OC(C)C(=O)N(C)Cc2nc(-c3ccccc3)no2)cc1 (stereo not given),0.2,-1.9,18.7%[57.1 µM],7.5%[57.1 µM],-19.9%,-0.5,0.8%,-0.3,19.6
COc1ccc(NC(=O)c2c(Cl)n(C)c3ccccc23)cc1,-0.4,2.4,8.3%[57.1 µM],7.9%[57.1 µM],-20.0%,3.6,6.0%,0.0,20.5
